14-3-3 PPI: modulators of human 14-3-3 gamma - Raf peptide interaction | P61981 | FP, 14-3-3gamma / TMR-pS259-Raf peptide binding | inhibition, % at 40 µM | 0.19% of 160,000 active | AID 422; in the data active = inhibition above about 30%;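 note: 0% = protein plus tracer without compound and 100% = blank with tracer alone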
Target sequence (P61981 whole entry, looked up): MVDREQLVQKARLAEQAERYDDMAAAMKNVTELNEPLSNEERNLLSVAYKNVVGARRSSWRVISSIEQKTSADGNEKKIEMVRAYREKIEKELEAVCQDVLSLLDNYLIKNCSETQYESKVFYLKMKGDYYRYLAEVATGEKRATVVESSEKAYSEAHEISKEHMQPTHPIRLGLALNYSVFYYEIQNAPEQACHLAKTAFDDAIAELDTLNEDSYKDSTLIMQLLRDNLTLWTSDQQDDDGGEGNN
An asterisk follows results filed as active; & = joins results of further samples. An excerpt; the hit share may differ from the screen's.

SMILES	14-3-3 PPI
Cc1cccc(-n2c(O)c(C=NCc3cccnc3)c(=O)[nH]c2=O)c1C	-3
Cc1ccnc(-n2c(-c3ccco3)nc3ccccc3c2=O)c1	-6&-18
Cc1ccc(Cl)cc1N(C)C(=O)C1c2ccccc2C(=O)N2CCCCC12 (stereo not drawn)	0
O=C1c2ccccc2C(=O)N1Cc1nc2ccccc2c(=O)n1-c1ccc(Br)cn1	-5
COc1cccc(-n2c(Cc3ccccc3)nc3ccccc3c2=O)c1	-6
c1ccc(CCn2nnnc2CN2CCC(n3nnc4ccccc43)CC2)cc1	-2
COc1ccc(Cn2c(N)c(C(=O)NCc3ccco3)c3nc4ccccc4nc32)cc1	-14
C=CCN1C(=O)CSc2ccc(C(=O)N3CCC4(CC3)OCCO4)cc21	-3
O=C(Cc1ccc([N+](=O)[O-])cc1)Nc1ccc2c(C(F)(F)F)cc(=O)oc2c1	1
C#CCN[C@H](C)Cc1ccccc1	-3
COc1ccc(CC(=O)N2CCN(Cc3ccc4c(c3)OCO4)CC2)cc1	-5
CCCCOC(=O)COc1cc(C)cc2oc(=O)c3c(c12)CCCC3	9
CS(C)=C1C(=O)NC(=O)N(CCc2ccc(F)cc2)C1=O	-13
O=C(CN1CC(c2ccccc2)CC1=O)Nc1ccccc1 (stereo not drawn)	-2
O=C(Cn1nc(Cc2cccnc2)c2ccccc2c1=O)N1CCC2(CC1)OCCO2	2
N=C1c2ccccc2CN1c1ccc(Br)cc1	-2
O=C(Nc1cccc(Cl)c1)C1c2ccccc2C(=O)N2CCCCC12 (stereo not drawn)	2
CC1(C)CC(=O)C(C=NCCN2CCN(C(=O)Cc3ccc(F)cc3)CC2)=C(O)C1	-1
Nc1ccccc1-n1c(=S)[nH]c2ccc(Br)cc2c1=O	-16
CC(=O)NBr	-1
Cc1ccccc1C1=NCC(=O)N(CC(=O)NCc2ccco2)c2sc3c(c21)CCCC3	-2
CCOc1cc2[nH]c(=S)n(CCCC(=O)N3CCC4(CC3)OCCO4)c(=O)c2cc1OCC	1
O=c1[nH]c2c(c(=O)n1C1CCCCC1)CCC2	15&-4
CCCNC(=O)c1c(N)n(CC2CCCO2)c2nc3ccccc3nc12 (stereo not drawn)	-12
NC(Cc1cc(O)c(O)cc1O)C(=O)O (stereo not drawn)	25
Cc1ccc(-n2c(C=Cc3ccc([N+](=O)[O-])cc3)nc3ccccc3c2=O)cc1C	2
CCc1ccc(CN2CCN(Cc3ccc(SC)cc3)CC2)cc1	-3
CN(C)C(=O)Oc1ccc(-c2nnco2)cc1	1
CCN1CCN(Cc2ccc(C)cc2)CC1	-3
CCOC(=O)C1=C(NC(=O)c2ccccc2)c2ccccc2CC12CCCCC2	2
CCCc1nc2ccccc2c(=O)n1-c1ccccc1OC	-1
COc1ccccc1OC(=O)c1ccc(C)c(S(=O)(=O)N2CCOCC2)c1	-4
C=CCN(CC=C)Cc1c[nH]c2ccccc12	-4&2
CN(N=O)c1cc(O)ccc1O	21
Cc1ccc2c(c1N)C(=O)c1ccccc1C2=O	-40
CCS(=O)(=O)N1CCCC(C(=O)N2CCC3(CC2)OCCO3)C1 (stereo not drawn)	-9
CC(C)c1ccc(NC(=O)CN2C(=O)CN=C(c3ccccc3)c3ccccc32)cc1	15
O=C1NC(=O)C(Cc2cccs2)C(=O)N1	0&-12
O=c1c2ccccc2nc(C=Cc2cccc3ccccc23)n1-c1ccccc1F	-3
CCCC12CN3CC(CCC)(CN(C1)C3c1cccnc1)C2=O (stereo not drawn)	4
Cc1cc(OCC(=O)O)c2c3c(c(=O)oc2c1)CCCC3	-3
COc1ccc(C2(CCNCc3ccc(Cl)cc3)CCOC(C)(C)C2)cc1 (stereo not drawn)	0
CC(C)=CC1(C)N2CC3(C)CN1CC(C)(C2)C3=O (stereo not drawn)	15
O=c1c(C=NCCN2CCNCC2)c(O)n(C2CCCCC2)c(=O)n1C1CCCCC1	-5
NCC(CC(=O)O)c1ccc(Cl)cc1 (stereo not drawn)	-9&7&2
C[N+](C)(C)CC#CCOC(=O)Nc1cccc(Cl)c1	-7
CCOC(=O)C1C2NC(=S)N(c3ccc(CC)cc3)C1(C)Oc1ccc([N+](=O)[O-])cc12 (stereo not drawn)	2
COC(=O)C1C2NC(=S)N(c3ccc(F)cc3)C1(C)Oc1c(O)cc(C(C)(C)C)cc12 (stereo not drawn)	-5
CCOC(=O)C1C2NC(=O)N(c3cccc(C)c3)C1(C)Oc1c(OCC)cccc12 (stereo not drawn)	-2
COC(=O)N1CCN(C(=O)Cc2ccc(Cl)c(Cl)c2)C(CN2CCCC2)C1 (stereo not drawn)	-4
More structures follow:
SMILES	14-3-3 PPI
CCN(CC)CCCNC(=O)c1c(O)c2ccccc2n(Cc2ccccc2)c1=O	-11
COc1cc2c(cc1OC)C(C(=O)NCCC(C)C)C1CCCCN1C2=O (stereo not drawn)	3
OC(CC#CCN1CCCCCC1)(c1ccccc1)C1CCCC1 (stereo not drawn)	-8
COc1ccc(OC)c(C2=NOC(C(=O)N3CCC4(CC3)OCCO4)C2)c1 (stereo not drawn)	-5
CC(=O)N1CN2CN(C(C)=O)CC(C(=O)c3ccc(Br)cc3)(C2)C1	-4
CCOC(=O)c1c(C)n(CCCOC)c2ccc(O)cc12	-8
CCOC(=O)N1CCC(NC(=O)CCc2nc(C3=CCN(C)CC3)no2)CC1	0
CS(=N)(=O)CC[C@H](N)C(=O)O (stereo partly drawn)	0
Nc1nn[nH]n1	-4
CCN(CCCl)Cc1ccccc1Br	-4
CC12CN3CC(C)(CN(C1)C3c1cccs1)C2O (stereo not drawn)	-8
O=c1[nH]c(N2CCN(Cc3ccc4c(c3)OCO4)CC2)nc2c1CCC2	-7
COc1ccc2c(c1)c(C(=O)N1CCCC1)c(C)n2Cc1ccccc1	2
COc1ccc(CCn2c(O)c(C=NCCCO)c(=O)[nH]c2=O)cc1OC	-9
COc1cc(CN2CCN(C(=O)COc3ccccc3)CC2)cc(OC)c1OC	-2
CCCC1=C(C(=O)OCC)C2(C(=O)Nc3ccccc32)C(C#N)=C(N)O1 (stereo not drawn)	-3
CC1CN(c2ccc([N+](=O)[O-])cc2)CCN1 (stereo not drawn)	-5
O=C1C2CCCN2C(c2ccncc2)N1c1ccc(Cl)c(Cl)c1 (stereo not drawn)	-6
CCOC(=O)C1=C(C)OC(N)=C(C(=O)OCC)[C@@]12C(=O)N(CC(N)=O)c1ccccc12	4
O=C(c1ccccc1)c1cc(Br)ccc1NC(=O)c1cc(Cl)ccc1[N+](=O)[O-]	4
Cc1cccc(OCCNc2ccc([N+](=O)[O-])c3cccnc23)c1	0
CCOC(=O)C1=C(c2ccccc2)OC(N)=C(C(=O)OCCOC)C12C(=O)Nc1ccc(Br)cc12 (stereo not drawn)	14
O=C(NCC(c1cccnc1)N1CCN(c2ccccc2)CC1)Oc1ccccc1 (stereo not drawn)	-5
COc1cc(CC(C)N)c(OC)cc1I (stereo not drawn)	-1
CCOC(=O)c1c(C)n(CCN2CCN(C)CC2)c2ccc(OC)cc12	-4
CCOC(=O)C1=C(N)Oc2cc(C)oc(=O)c2C12C(=O)N1c3c(cccc32)C(C)=CC1(C)C (stereo not drawn)	7
Clc1ccc(CNCCc2ccc3c(c2)OCO3)cc1	-6
COc1ccccc1N1CCN(Cc2ccccc2F)CC1	4
CC1=Nc2ccccc2Sc2ccccc21	2
Cc1nc2ccccc2c(=O)n1-c1ccc(F)cc1	2
CC12CCCCC1=NC(c1ccc(Br)cc1)N2O (stereo not drawn)	2
CCC(=O)N1CCc2cc(Br)cc(S(=O)(=O)N3CC4CC(C3)c3cccc(=O)n3C4)c21 (stereo not drawn)	-6
CC(C)N(CCC(C(N)=O)(c1ccccc1)c1ccccn1)C(C)C (stereo not drawn)	-6&-9&-4
O=C(O)CSc1ccc([N+](=O)[O-])c2nonc12	-30
Cc1cccc(-n2c(C=Cc3c[nH]c4ccccc34)nc3ccc(I)cc3c2=O)c1	-10
C=CCN1C(=O)C2(C(C(C)=O)=C(C)OC(N)=C2C(=O)OCC)c2ccccc21 (stereo not drawn)	-2
O=c1[nH]c(=O)n(Cc2ccco2)c(O)c1C=NCc1ccco1	-10
CCN(CC)c1cc(N2CCNCC2)c([N+](=O)[O-])cc1F	-12
O=c1oc2ccccc2c(O)c1C(c1ccc([N+](=O)[O-])cc1)c1c(O)c2ccccc2oc1=O	-8
CCCCn1c(O)c(C(CC)=NCCN2CCCCC2)c(=O)[nH]c1=O	-10
COc1ccccc1N=C1SCCCN1C	3
CCOC(=O)C1C2NC(=S)N(c3ccc(Br)cc3)C1(C)Oc1c(OC)cccc12 (stereo not drawn)	-2
COc1ccccc1-n1c(C=Cc2cc(Br)ccc2O)nc2ccccc2c1=O	-5
CN1CCN(c2ccc3ccccc3n2)CC1	-1
COc1ccc(Cc2nccc3cc(OC)c(OC)cc23)cc1OC	2&-3
O=C1CC(c2ccccc2F)CN1 (stereo not drawn)	-3
CCOC(=O)c1ccc(N2C(=S)NC3c4cccc(OC)c4OC2(C)C3C(=O)OC)cc1 (stereo not drawn)	0
NCCc1c[nH]c2ccc(OCc3ccccc3)cc12	-3
COc1cccc(N2C(=O)NC(=O)C3(Cc4cc(C)ccc4N(C)C3)C2=O)c1 (stereo not drawn)	-12
COc1cc2c(cc1OC)C(C(=O)N1CCN(c3cc(Cl)ccc3C)CC1)C1CCCCN1C2=O (stereo not drawn)	3
(continued)
SMILES	14-3-3 PPI
COc1ccccc1N1CCNCC1	-1
CCOC(=O)C1=C(N)OC2=C(C(=O)CCC2)C12C(=O)N(CC(N)=O)c1ccccc12 (stereo not drawn)	-1
COc1ccccc1CN1CCN(C(=O)COc2ccccc2)CC1	-6
CCC(=NCCN1CCCCC1)c1c(O)n(C)c(=O)n(C)c1=O	0
CC(N=Cc1c(O)[nH]c(=O)[nH]c1=O)c1ccccc1 (stereo not drawn)	-4
N#CC1=C(N)Oc2c(c(=O)oc3ccccc23)C1c1ccc(OC(=O)N2CCOCC2)cc1 (stereo not drawn)	-4
COCCNC(=O)C1c2ccccc2C(=O)N2CCCCC12 (stereo not drawn)	-2
CCOC(=O)C1C(=O)N(C)C2(C)CC1c1cc(OC)ccc1O2 (stereo not drawn)	4&-1
CCCCCCn1c(O)c(C=NCCN2CCCCC2)c(=O)[nH]c1=O	-5
CCN(CC)C(=O)c1ccc2c(c1)C1C3CCC(C3)C1C(c1ccccc1)N2 (stereo not drawn)	-1
CCOC(=O)C1C2NC(=S)N(c3ccc(F)cc3)C1(C)Oc1ccc([N+](=O)[O-])cc12 (stereo not drawn)	2
O=[N+]([O-])c1cc(O)c(O)c([N+](=O)[O-])c1	-3
O=C(C1CCCO1)N1CCC2(CC1)OCCO2 (stereo not drawn)	-6
CN1CC=C2C(C#N)=C(N)C(C#N)(C#N)C(c3ccncc3)C2C1 (stereo not drawn)	28
Cc1nn(Cc2ccccc2Cl)c(Cl)c1C(=O)OCC(=O)NCc1ccco1	-1
COCCOC(=O)c1c(N)n(Cc2ccco2)c2nc3ccccc3nc12	-13
Cc1ccc(-n2c(C)nc3cc([N+](=O)[O-])ccc3c2=O)cc1	-7
Cn1cc(C(=O)c2ccccc2)c2ccccc21	-5
COc1cc(C)c(CN2CCN(c3ccccc3)CC2)cc1C	3
O=C(NC1CCCCC1)c1cc2ccccc2oc1=O	-8
CC(Nc1ccc([N+](=O)[O-])c2cccnc12)C12CC3CC(CC(C3)C1)C2 (stereo not drawn)	-8
Cc1c2ccncc2c(C)c2c1[nH]c1ccccc12	6&-10
CN1CCN(C(=O)COc2ccc(C(C)(C)C)cc2Br)CC1	-2
O=c1c2ccccc2[nH]c(=S)n1-c1ccc2c(c1)OCO2	-4&-5
O=C(C1CCCN(S(=O)(=O)c2ccc(Br)s2)C1)N1CC2CC(C1)c1cccc(=O)n1C2 (stereo not drawn)	-4
CCCCP(=O)(CCCC)Nc1cccc(C)c1	5
O=c1cccc2n1CC1CC2CN(Cc2cccc(Cl)c2Cl)C1 (stereo not drawn)	-4
CN1CCN(c2ccc(S(C)(=O)=O)cc2[N+](=O)[O-])CC1	7
CCC(=NCc1ccc2c(c1)OCO2)c1c(O)n(C2CCCCC2)c(=O)[nH]c1=O	-11
O=C(Nc1ccc(Br)cc1C(=O)c1ccccc1Cl)c1ccc(S(=O)(=O)N2CCOCC2)cc1	-2
N#Cc1ccc(C(=O)Nc2cc(Br)ccc2C(=O)c2ccccc2Cl)cc1	5
CCC(C)NC(=O)c1c(N)n(CCCOC)c2nc3ccccc3nc12 (stereo not drawn)	-3

Molecules shown so far that have bromine, in the order listed:
SMILES	14-3-3 PPI
O=C1c2ccccc2C(=O)N1Cc1nc2ccccc2c(=O)n1-c1ccc(Br)cn1	-5
N=C1c2ccccc2CN1c1ccc(Br)cc1	-2
Nc1ccccc1-n1c(=S)[nH]c2ccc(Br)cc2c1=O	-16
CC(=O)NBr	-1
CC(=O)N1CN2CN(C(C)=O)CC(C(=O)c3ccc(Br)cc3)(C2)C1	-4
CCN(CCCl)Cc1ccccc1Br	-4
O=C(c1ccccc1)c1cc(Br)ccc1NC(=O)c1cc(Cl)ccc1[N+](=O)[O-]	4
CCOC(=O)C1=C(c2ccccc2)OC(N)=C(C(=O)OCCOC)C12C(=O)Nc1ccc(Br)cc12 (stereo not drawn)	14
CC12CCCCC1=NC(c1ccc(Br)cc1)N2O (stereo not drawn)	2
CCC(=O)N1CCc2cc(Br)cc(S(=O)(=O)N3CC4CC(C3)c3cccc(=O)n3C4)c21 (stereo not drawn)	-6
CCOC(=O)C1C2NC(=S)N(c3ccc(Br)cc3)C1(C)Oc1c(OC)cccc12 (stereo not drawn)	-2
COc1ccccc1-n1c(C=Cc2cc(Br)ccc2O)nc2ccccc2c1=O	-5
CN1CCN(C(=O)COc2ccc(C(C)(C)C)cc2Br)CC1	-2
O=C(C1CCCN(S(=O)(=O)c2ccc(Br)s2)C1)N1CC2CC(C1)c1cccc(=O)n1C2 (stereo not drawn)	-4
O=C(Nc1ccc(Br)cc1C(=O)c1ccccc1Cl)c1ccc(S(=O)(=O)N2CCOCC2)cc1	-2
N#Cc1ccc(C(=O)Nc2cc(Br)ccc2C(=O)c2ccccc2Cl)cc1	5

Screening data deposited in PubChem BioAssay by Emory University Molecular Libraries Screening Center.
